procasp3 activ: procaspase-3 (human) activation; P42574; AID 463141; 330,000 tested, 0.11% active; recombinant procaspase-3 D3A, Ac-DEVD-pNA absorbance 405 nm; activation, % at 8.5 µM;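 active = activation above the mean of all tested compounds plus 3 SD, cut at about 21% in these data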;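 also: 0% = DMSO alone and 100% = DMSO wells spiked with extra 5 µM PC-3 D3A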
Target sequence (P42574 whole entry D9A/D28A/D175A): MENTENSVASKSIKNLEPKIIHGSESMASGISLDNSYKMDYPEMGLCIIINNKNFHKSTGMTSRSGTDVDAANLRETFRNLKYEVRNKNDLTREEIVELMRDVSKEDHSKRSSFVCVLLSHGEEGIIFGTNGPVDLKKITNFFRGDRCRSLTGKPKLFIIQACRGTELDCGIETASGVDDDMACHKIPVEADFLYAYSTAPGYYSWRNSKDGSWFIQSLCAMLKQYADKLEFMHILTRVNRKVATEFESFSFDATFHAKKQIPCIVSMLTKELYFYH
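Technique: 405 nm absorbance of p-nitroaniline, reads at 0 and 120 min; Test system: Procaspase-3 D3A mutant; Incubation: 1 h enzyme-compound preincubation, then 2 h substrate reaction, 25 °C; Repeats: singlicate, each compound tested once; Benchmarks: low control DMSO wells, high control DMSO plus 5 µM PC-3 D3A.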
VLA-4 inh: inhibition in a human VLA-4 binding assay | VLA-4 expressing cells, ligand binding flow cytometry | inhibition, % (about 7 µM as worked out from the volumes in the protocol) | 330,000 tested, 0.2% active | P13612; in the data active = inhibition above about 50%
proCasp7 act: counter-screen: procaspase-7 (human) activation. P55210. recombinant procaspase-7, Ac-DEVD-pNA absorbance 405 nm; D23A/D198A/D206A triple mutant, cannot self-cleave; scale: DMSO 0, 5 µM enzyme 100. activation, % at 8.5 µM. 330,000 tested, 0.093% active. AID 463210;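 active = percent activation above the screen-wide mean plus 3 SD, cut at about 25% in these data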
Target sequence (P55210 whole entry D23A/D198A/D206A): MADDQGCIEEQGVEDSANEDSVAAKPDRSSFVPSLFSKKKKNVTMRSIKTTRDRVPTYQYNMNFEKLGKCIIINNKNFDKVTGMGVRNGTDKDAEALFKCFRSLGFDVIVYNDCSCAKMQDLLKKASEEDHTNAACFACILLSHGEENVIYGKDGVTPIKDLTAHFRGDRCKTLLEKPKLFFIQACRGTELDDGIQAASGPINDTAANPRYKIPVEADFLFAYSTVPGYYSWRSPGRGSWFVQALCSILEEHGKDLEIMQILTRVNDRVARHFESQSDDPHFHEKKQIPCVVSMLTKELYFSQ
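Assay system: Uncleavable procaspase-7 mutant enzyme | Input: 2 µM procaspase-7 mutant as dispensed | Timing: 1 h compound preincubation, 2 h substrate cleavage, 25 °C | Repeats: One well per compound | Control set: DMSO wells as 0%, DMSO with 5 µM added PC-7 as 100% | Technique: Epi-absorbance of released pNA at 405 nm, two timepoints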
PP5 inh: PP5 (human) phosphatase inhibition. P53041. purified PP5c, OMFP substrate fluorescence. inhibition, % at 6.7 µM. 320,000 tested, 0.18% active;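 active = inhibition above the campaign's mean inhibition across all tested compounds plus 3 SD, cut at about 9.5% in these data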;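 also: 0% = DMSO only and 100% = 100 µM cantharidin control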
GRK2 aptamer HTS: human GRK2 inhibition via aptamer displacement. inhibition of aptamer binding, % at 10 µM. 330,000 tested, 0.59% active. bead flow cytometry, FAM-aptamer displacement from GRK2. AID 488847;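 active = inhibition of aptamer binding above 40%, roughly 3 SD of noise, on plates passing a quality check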;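 also: median bead fluorescence of bound FAM aptamer so fluorescent compounds give negative values; no value below 0 was filed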
core dimer inh: HCV core protein dimerization inhibition. inhibition, % at 5 µM. 300,000 tested, 0.33% active. AID 1899. TR-FRET GST/Flag-core106 dimerization, 1536-well;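 active = inhibition above the mean of all tested compounds plus 3 SD, set per screening campaign, cut at about 45% in these data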
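assay system = GST-tagged and Flag-tagged HCV core protein residues 1-106 | controls = unlabelled core106 and no-GST-core106 wells | incubation = compound-protein-antibody incubation 4 h at 22.5 °C | probe or stimulus = Eu donor and XL665 acceptor anti-tag antibodies | read-out = % inhibition based on acceptor/donor emission ratio | signal = TR-FRET 671 and 617 nm emission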
CTSL1 counter: counter-screen for PFM18AAP inhibitors: inhibitors of F. hepatica cathepsin L1. recombinant F. hepatica cathepsin L1, Z-Leu-Arg-MCA fluorescence. inhibition, % at 5.96 µM. 300,000 tested, 0.49% active;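 active = inhibition above the mean of all tested compounds plus 3 SD, set per screening campaign, cut at about 17% in these data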;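 also: 0% = plate median of test compound wells and 100% = 1 µM Z-Phe-Ala-diazomethylketone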
GASC-1 inh: human JMJD2C demethylase inhibition | inhibition, % at 2.35 µM | Q9H3R0 | GST-JMJD2C(1-420) H3K9me3 demethylation, DELFIA europium | 330,000 tested, 0.069% active;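 active = more than half of a compound's replicate wells show inhibition beyond 50%, single wells judged on their own value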;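 also: signal counts dimethyl H3K9 product captured on neutravidin plate; 0% = median of DMSO wells and 100% = 0.3 times that DMSO median; strong numbers were not always called active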
Target sequence (Q9H3R0 1-420 limits assumed): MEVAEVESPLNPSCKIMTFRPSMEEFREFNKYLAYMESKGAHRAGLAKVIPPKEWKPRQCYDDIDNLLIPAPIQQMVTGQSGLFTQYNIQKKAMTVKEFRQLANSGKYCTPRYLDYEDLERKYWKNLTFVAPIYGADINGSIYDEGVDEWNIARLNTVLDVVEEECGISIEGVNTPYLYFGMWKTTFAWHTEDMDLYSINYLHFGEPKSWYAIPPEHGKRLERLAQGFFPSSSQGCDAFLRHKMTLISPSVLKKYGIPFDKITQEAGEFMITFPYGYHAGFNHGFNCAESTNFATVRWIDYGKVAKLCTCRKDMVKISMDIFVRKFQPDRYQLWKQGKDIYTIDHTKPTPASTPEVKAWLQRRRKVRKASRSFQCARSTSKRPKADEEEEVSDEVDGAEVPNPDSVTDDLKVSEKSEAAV
PP1 counter: PP1-alpha (human) inhibition in PP5 counter-screen; P62136; purified PP1alpha, OMFP fluorescence; inhibition, % at 6.7 µM; 320,000 tested, 0.9% active;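 active = inhibition above the mean inhibition of all tested compounds plus 3 SD, computed separately for each screening campaign, cut at about 15% in these data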
* = called active by the depositor; · = not tested or not shown; & = joins results of further samples.

mol,CTSL1 counter,VLA-4 inh,procasp3 activ,GRK2 aptamer HTS,core dimer inh,PP5 inh,PP1 counter,proCasp7 act,GASC-1 inh
COc1ccc(/C=C/C(=O)Nc2ccccc2C(=O)NCC(c2ccc(OC)cc2)N(C)C)cc1 (configuration not stated),2,54*,8,1,6,1.9,-4,7,32
Cc1ccc(C(=O)NCC(=O)N2CCN(c3ccccc3)CC2)cc1,-6,16,-1,7,-4,-0.1,-1,7,-14
N#C/C(=C\c1ccc(O)c(O)c1)S(=O)(=O)c1ccccc1,6,31,-3,2,-6,0.0,6,-8,6
CC(=O)Nc1c(C(=O)O)oc2ccc(Cl)cc12,-1,-9,1,1,-1,2.7,-3,-14,8
COC(=O)c1ccccc1N/C=C1\CCc2c(c(C)nn2-c2ccccn2)C1=O,4,-16,-1,0,-6,1.5,-1,-21,9
O=C(N/N=C/c1ccc(OC2CSC2)cc1)c1ccc(CN2CCOCC2)cc1,-1,-1,-8,0,3,1.0,-7,-7,12
CCOC(=O)C1=C(N)Oc2c(c(=O)[nH]c3ccccc23)C1c1ccccc1 (configuration not stated),2,16,2,2,10,0.5,11,1,1
C=CC[N@@+]12CC[C@]34c5ccccc5N5/C=C6\C7N(/C=C(\C53)[C@@H](C[C@@H]41)/C(=C/CO)C2)c1ccccc1[C@@]71CC[N@@+]2(CC=C)C/C(=C\CO)[C@@H]6C[C@@H]12 (some centres not stated),2,14,-3,0,-4,3.9,-3,-4,·
CC1=C(CC(=O)O)c2cc(F)ccc2/C1=C/c1ccc(S(C)=O)cc1 (configuration not stated),8,10,3,1,-3,-4.1,1,2,4
N#CC1(NC(=O)COC(=O)c2ccccc2[N+](=O)[O-])CCCCC1,-10,24,21,1,1,-1.5,-4,2,-6
Cn1c(N)c(C(=O)COC(=O)/C=C/c2ccc(Cl)c(Cl)c2)c(=O)n(C)c1=O,·,1,9,0,·,·,·,6,3
CCCCNC(=O)CSc1nc(N)c(C(=O)Nc2ccc(OC)cc2)s1,0,12,-11,0,0,0.7,-1,3,-6
COc1cccc(-c2cn3nc4c(nc3n2)CCCC4)c1,5,-18,-5,1,21,3.0,3,-2,1
O=C(COc1ccc(/C=N/NS(=O)(=O)c2ccccc2)cc1)NCc1ccccc1,-2,21,-7,1,3,3.5,4,-1,0
O=C(CCCSc1nc2ccccc2[nH]1)Nc1ccccc1,-4,12,-1,1,-9,-3.0,-3,-5,0
NC(=O)c1ccc(Br)c(S(=O)(=O)N2CCCCC2)c1,-4,2,6,1,2,1.6,-7,-7,7
COc1ccc(C(=O)Nc2nc(C)cs2)cc1S(=O)(=O)N1CCCC1,-4,2,1,1,4,-0.9,-4,-7,-4
O=C(CN1C(=O)c2cccc3cccc(c23)C1=O)N1CCN(c2ccccn2)CC1,0,9,2,1,6,-0.5,3,5,5
CC(Sc1nc2ccccc2c(=O)n1C)C(=O)N(C)C1CCCCC1 (configuration not stated),-1,-3,2,0,3,0.4,-5,0,-4
Cc1ccc(-c2nnn(CC(=O)N3C(C)CCCC3C)n2)cc1 (configuration not stated),0,7,-6,2,-3,-0.1,2,4,7
O=C(N/N=C/c1ccc(O)c([N+](=O)[O-])c1)C1CC1(c1ccccc1)c1ccccc1 (configuration not stated),0,-12,-10,4,11,3.1,7,0,10
CCOC(=O)c1ccc(-n2c(C)nc3ccccc3c2=O)cc1,0,-2,1,1,-4,2.1,1,9,-6
COc1cnc(-c2ccccc2)nc1Oc1cccc(C)c1C,5,11,2,1,10,3.0,1,4,-15
CC(NC(=O)C1CCC1)c1ccc(Cl)cc1 (configuration not stated),-6,5,3,0,0,1.4,-3,5,5
CCCC(=O)Nc1ccc(Cl)c(-c2nc3ncccc3o2)c1,5,0,-2,1,-12,-9.7,0,6,-5
N#Cc1ccc(S(=O)(=O)N2CCN(CC(=O)Nc3ccccc3C(=O)NC3CC3)CC2)cc1,·,-20,7,0,·,3.2,3,5,-7
CN1CCN(Cc2nc3c(c(=O)n(C)c(=O)n3C)n2CCCc2ccccc2)CC1,-1,-4,11,1,-10,-2.6,-5,2,5
COc1ccc(C(=O)n2c(C)c(CCO)c(=O)n2C)cc1,2,10,-3,1,4,1.5,-3,1,-4
Cc1ccc(OCC(=O)c2c(O)c3ccccc3oc2=O)cc1C,2,0,12,0,5,1.8,-2,-3,1
O=C(Cn1cc(C(=O)c2cccs2)c2ccccc21)NCC1CCCO1 (configuration not stated),1,5,-2,0,-4,-1.6,-2,1,-7

(continued)
mol,CTSL1 counter,VLA-4 inh,procasp3 activ,GRK2 aptamer HTS,core dimer inh,PP5 inh,PP1 counter,proCasp7 act,GASC-1 inh
COc1ccc(OCCCC(=O)N(C)CC(=O)Nc2ccccc2Cl)cc1,1,1,1,2,-6,-0.7,-5,9,-4
COC(=O)c1c(NC(=O)C(=O)N2CCOCC2)sc2c1CCC2,3,-4,0,0,3,0.9,-3,7,2
COc1ccc(C(=O)C2CCCN(C(=O)c3cc(C(C)C)no3)C2)cc1F (configuration not stated),0,9,5,5,8,2.5,0,3,-1
CN(Cc1c(C(=O)N/N=C/c2ccccc2F)nnn1-c1nonc1N)c1ccccc1,2,6,9,0,11,3.1,1,-9,2
Cc1ccc(C)c(S(=O)(=O)Nc2ccc(C(=O)NCC(c3ccco3)N3CCCCC3)cc2)c1 (configuration not stated),2,10,0,0,0,1.4,-3,6,5
COc1ccc(C(CNC(=O)c2cccc(NS(=O)(=O)c3ccccc3)c2)N(C)C)cc1 (configuration not stated),1,-10,4,0,-2,0.9,-1,8,0
C/C(=N/Nc1ncc(C(F)(F)F)cc1Cl)c1ccncc1,0,-7,6,1,-1,-0.1,0,2,0
O=C(NCc1ccc(F)cc1)C1CC(=O)N(CCc2ccccc2)C1 (configuration not stated),8,-16,12,1,-4,1.8,5,13,5
NS(=O)(=O)c1ccc(CCNC(=O)COC(=O)Cc2ccc([N+](=O)[O-])cc2)cc1,·,-7,12,17,·,1.2,-4,-4,-2
CNC(=S)Nc1ccc(OC(F)(F)F)cc1,-6,26,4,0,2,0.0,-1,4,-2
CCOc1cc(C(c2c(C)[nH][nH]c2=O)c2c(C)[nH][nH]c2=O)ccc1OS(=O)(=O)c1ccccc1,0,5,-8,2,6,0.5,2,-10,-24
Cc1ccc(NC(=O)C(OC(=O)c2ccc(F)cc2)c2ccccc2)cc1Cl (configuration not stated),-2,19,2,1,-4,-1.9,-1,2,23
O=C(c1ccco1)N1CCN(C(=O)C2(S(=O)(=O)c3ccc(Cl)cc3)CC2)CC1,-1,-1,-8,0,2,2.5,-1,2,4
CC(=O)Nc1nc2c(s1)C(=O)NCC(C)(C)C2,-2,-1,3,2,-3,2.9,-8,7,-2
COc1ccccc1CNC(=O)CCNS(=O)(=O)c1cccc2nonc12,-7,11,16,0,6,0.8,-1,10,13
CS(=O)(=O)Nc1nc2n(n1)C(c1ccc(F)cc1)CC(c1ccccc1)N2 (configuration not stated),-1,10,4,1,-2,-1.7,-1,7,2
COc1ccc(-n2c(SCC(=O)N3CCCCC3C)nnc2-c2cccnc2)cc1 (configuration not stated),-6,-3,-11,0,8,1.0,0,-10,-14&-2
CCCCNC(=O)c1onc(CSc2ccccn2)c1C(=O)NCCCC,5,-4,1,0,9,1.6,0,16,34
CC(C)CCNC(=O)CCCn1c(=O)[nH]c2ccc(Br)cc2c1=O,-2,12,-1,0,0,-7.7,3,0,-13
CCOC(=O)C1CCc2nc3ccccc3c(=O)n21 (configuration not stated),-2,4,-5,0,1,2.4,-1,3,0
c1ccc(-c2cc(N3CCCCC3)nc(-c3ccccc3)n2)cc1,-2,9,1,3,-6,1.2,-1,-2,-3
CCN(CC)S(=O)(=O)c1ccc(OC)c(NC(=O)COc2ccc3c(C)cc(=O)oc3c2)c1,-2,7,-13,1,-167,0.0,2,5,-1
CCN=c1scc(C)n1/N=C/c1cc(Br)c(O)c(OC)c1,0,0,-6,0,-6,0.9,1,4,0
Cc1cc(S(=O)(=O)NC2CCCCC2)ccc1-n1cnnn1,-1,2,7,0,0,-0.8,-1,12,19
O=C(c1oc(=O)c2ccccc2c1-c1ccccc1)N1CCC(O)CC1,3,-4,-4,0,-1,1.9,-5,2,-5
CCOc1ccc2nc(SC3CC(=O)N(c4ccc(OC)cc4OC)C3=O)sc2c1 (configuration not stated),1,9,-20,2,-1,4.2,-1,-26,-14
Cc1ccc(Cn2c(C)c3cnn(CC(=O)NC4CCCC4)c(=O)c3c2C)cc1,-2,14,-3,3,8,-0.8,-3,-9,150
O=C(NC1CC2CCCC(C1)N2C(=O)Nc1ccccc1Cl)C1CC1 (configuration not stated),3,-5,-5,1,3,-2.7,-2,5,-10
COc1cc(NC(=O)C/C(C)=N/NC(=O)Cc2ccc(Cl)cc2)c(OC)cc1Cl,6,18,-7,1,2,0.4,-6,1,-6
O=C(Nc1ccc(Nc2ccccc2)cc1)c1ccco1,-1,16,-5,0,-34,5.2,0,6,8

Continued:
mol,CTSL1 counter,VLA-4 inh,procasp3 activ,GRK2 aptamer HTS,core dimer inh,PP5 inh,PP1 counter,proCasp7 act,GASC-1 inh
CC(C)Cn1c(N)c(C(=O)COC(=O)c2cccn2C)c(=O)n(C)c1=O,·,-13,3,0,·,·,·,-3,4
Cc1ccc(C)c(-n2c(SCC(=O)N3CCCC3)nnc2-c2ccccn2)c1,2,7,-4,4,0,1.7,-1,5,-1
C/C(=C\CNc1ncnc2nc[nH]c12)CO,2,12,7,0,-4,-0.2,-1,-2,0
O=C(O)c1ccccc1C(=O)Nc1ccc(Oc2ccccc2)cc1,-2,2,9,0,3,-0.6,-5,9,4
CCOC(=O)c1ccc(NC(=O)C2CC(O)CN2S(=O)(=O)c2ccc(C)cc2)cc1 (configuration not stated),·,-12,1,0,·,·,·,-1,-6
CCCCc1ccc(NC(=O)COc2ccc(C(=O)Nc3ccccc3OCC)cc2)cc1,11,11,-7,0,1,4.3,9,-6,8
O=C(c1cccs1)N1CCc2ccccc21,-2,-17,6,0,-4,0.3,8,-6,5
N#Cc1c(Nc2ccccc2)c(C=O)c[nH]c1=O,-4,7,5,1,-5,-1.2,-7,0,1
Cc1cccc(NC(=O)COc2ccc3oc4c(c3c2)CCCC4)n1,7,6,-1,0,0,-0.7,-3,1,0

Sorted by the number under GRK2 aptamer HTS (largest number first): 3 from the list above.
canonical_smiles,GRK2 aptamer HTS
CCOc1ccc2nc(SC3CC(=O)N(c4ccc(OC)cc4OC)C3=O)sc2c1 (configuration not stated),2
O=C(CCCSc1nc2ccccc2[nH]1)Nc1ccccc1,1
COC(=O)c1ccccc1N/C=C1\CCc2c(c(C)nn2-c2ccccn2)C1=O,0

High-throughput results as filed in PubChem BioAssay.
